TROY signal inh = blocks TROY-dependent signaling in reporter cells. Q293 LMP1-TROYcd NF-kB luciferase reporter, 4 h. inhibition, % at 10 µM. actives 0.98% (n = 360,000);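 active = compounds whose plate-normalised and pattern-corrected inhibition of the luciferase reporter signal at the single screening dose is 50% or more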
NOD2-RIPK2 inh = inhibitors of human NOD2-RIPK2 interaction; CHO BLA complementation NOD2-RIPK2, CCF4 ratio; inhibition, % at 4.98 µM; actives 0.38% (n = 360,000); AID 624267; in the data active = inhibition above about 21%;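 also: 0% = vehicle only and 100% = reference blocker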
LMP1 NFkB inh = inhibitors of Epstein-Barr LMP1-induced NF-kappaB reporter. AID 504558. inhibition, % at 12.5 µM. LMP1-induced NF-kappaB luciferase reporter cells, luminescence. actives 0.69% (n = 350,000); in the data active = inhibition above about 41%;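 also: 0% = neutral control wells and 100% = reference inhibitor control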
TRAIL sens C8 = caspase-8 TRAIL sensitization; inhibition (viability loss, TRAIL sensitization), % at 10 µM; actives 1% (n = 360,000); NB7+C8 cells + TRAIL, ATPlite viability luminescence;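 active = compounds causing at least 50% loss of cell viability in the single-dose screen, relative to plate controls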
TWEAK-Fn14 inh = blocks TWEAK-Fn14 interaction in a reporter cell assay. TWEAK-stimulated Fn14 reporter cells, luciferase luminescence, 8 h. inhibition, % at 10 µM. actives 2% (n = 360,000); in the data active = inhibition above about 50%
SRC2 inh = human SRC2 (NCOA2) inhibition | Q15596 | HEK293 GAL4-SRC2 luciferase reporter, luminescence | inhibition, % at 9 µM | actives 0.17% (n = 370,000);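 active = inhibition above the mean inhibition of all tested compounds plus 3 SD, set per campaign, cut at about 52% in these data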;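 also: 0% = DMSO treated cells and 100% = cells given Gossypol at 36 µM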
Target sequence (Q15596 whole entry, looked up, the tested form may be a part): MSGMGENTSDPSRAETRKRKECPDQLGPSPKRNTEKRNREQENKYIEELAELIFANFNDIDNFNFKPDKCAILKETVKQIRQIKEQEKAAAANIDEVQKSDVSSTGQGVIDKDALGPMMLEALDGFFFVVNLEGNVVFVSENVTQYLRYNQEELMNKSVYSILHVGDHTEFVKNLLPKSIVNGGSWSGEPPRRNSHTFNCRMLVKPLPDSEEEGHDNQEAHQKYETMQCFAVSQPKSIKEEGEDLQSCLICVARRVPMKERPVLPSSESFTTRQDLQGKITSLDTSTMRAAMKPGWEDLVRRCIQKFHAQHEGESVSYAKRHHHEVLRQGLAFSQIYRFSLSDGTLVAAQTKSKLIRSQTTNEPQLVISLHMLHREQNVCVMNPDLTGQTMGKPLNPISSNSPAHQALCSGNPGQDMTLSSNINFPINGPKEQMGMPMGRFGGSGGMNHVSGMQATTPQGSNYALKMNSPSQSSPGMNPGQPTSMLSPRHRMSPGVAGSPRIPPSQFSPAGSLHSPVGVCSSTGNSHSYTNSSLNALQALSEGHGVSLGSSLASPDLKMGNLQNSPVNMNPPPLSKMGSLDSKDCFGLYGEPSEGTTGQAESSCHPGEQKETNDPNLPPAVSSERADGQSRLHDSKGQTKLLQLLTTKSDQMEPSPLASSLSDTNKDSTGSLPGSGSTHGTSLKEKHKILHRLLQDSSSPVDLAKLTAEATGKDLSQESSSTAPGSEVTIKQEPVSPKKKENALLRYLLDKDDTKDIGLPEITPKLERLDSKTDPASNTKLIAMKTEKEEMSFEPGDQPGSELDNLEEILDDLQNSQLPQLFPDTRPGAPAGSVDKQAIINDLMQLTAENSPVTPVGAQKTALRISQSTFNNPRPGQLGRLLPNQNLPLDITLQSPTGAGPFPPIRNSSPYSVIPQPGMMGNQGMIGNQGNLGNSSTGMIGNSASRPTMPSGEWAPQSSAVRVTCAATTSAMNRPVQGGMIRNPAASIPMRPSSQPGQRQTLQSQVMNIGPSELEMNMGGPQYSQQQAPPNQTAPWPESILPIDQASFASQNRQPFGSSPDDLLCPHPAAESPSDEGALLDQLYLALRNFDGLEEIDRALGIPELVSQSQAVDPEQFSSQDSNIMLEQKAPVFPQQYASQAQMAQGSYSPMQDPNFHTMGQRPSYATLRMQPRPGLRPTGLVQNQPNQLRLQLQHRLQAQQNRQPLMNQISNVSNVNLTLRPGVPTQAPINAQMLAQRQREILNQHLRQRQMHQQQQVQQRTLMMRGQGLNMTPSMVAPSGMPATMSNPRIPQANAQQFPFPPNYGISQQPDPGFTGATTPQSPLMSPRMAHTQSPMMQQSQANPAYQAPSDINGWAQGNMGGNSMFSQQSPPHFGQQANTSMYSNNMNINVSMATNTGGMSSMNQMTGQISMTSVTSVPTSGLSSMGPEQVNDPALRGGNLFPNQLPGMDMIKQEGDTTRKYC
TLR9-MyD88 block = TLR9-MyD88 interaction inhibition | inhibition, % at 4.98 µM | Q9NR96+Q99836 | actives 0.21% (n = 340,000) | AID 504734 | CHO BLA complementation TLR9-MyD88, CCF4 FRET ratio;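 active = inhibition above the mean over all tested compounds plus 3 SD, cut at about 21% in these data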;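 also: 0% = DMSO only wells and 100% = clavulanate BLA inhibitor control wells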
SRC1 inh = human NCOA1 inhibition; HEK293 GAL4-SRC1 luciferase reporter, luminescence; inhibition, % at 3.6 µM; actives 0.12% (n = 360,000);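 active = inhibition above the campaign mean plus 3 SD, with each screening campaign given its own cutoff, cut at about 60% in these data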;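 also: 0% = DMSO treated cells and 100% = gossypol at 36 µM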
SRC3 inh = inhibits human SRC3 coactivator | HEK293 GAL4-SRC3 luciferase reporter, luminescence | inhibition, % at 3.6 µM | actives 0.17% (n = 360,000);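 active = inhibition above a per-campaign cutoff, the mean of all compounds plus 3 SD, cut at about 60% in these data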;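 also: 0% = DMSO-treated cells and 100% = gossypol-treated cells at 36 µM; higher means less SRC3-driven luciferase light from the GAL4 reporter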
NR5A2 inv ag = NR5A2 inverse agonism in reporter assay. HEK293T StAR-luciferase reporter, LRH-1 transfected, 24 h. inhibition, % at 3.6 µM. actives 0.13% (n = 360,000). O00482. AID 602396;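 active = inhibition above the mean inhibition of all tested compounds plus 3 SD, cut at about 73% in these data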;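 also: 0% = DMSO wells and 100% = reporter-only cells lacking LRH-1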
COUP-TFII inh = blocks human COUP-TFII nuclear receptor. P24468. HEK293T NGFI-A luciferase reporter, luminescence. inhibition, % at 8.6 µM. actives 0.7% (n = 370,000);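 active = inhibition above a per-plate cutoff, mean inhibition of test wells between control levels plus 3 SD, cut at about 38% in these data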;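 also: cells cotransfected with COUP-TFII expression vector driving the NGFI-A reporter; 0% = median of COUP-TF2 test wells and 100% = reporter-only cells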
* marks the source's active call; other numbers are inactive results; · = no result given. A portion of the library; count on the stated rates, not on these rows.

SMILES	TROY signal inh	NOD2-RIPK2 inh	LMP1 NFkB inh	TRAIL sens C8	TWEAK-Fn14 inh	SRC2 inh	TLR9-MyD88 block	SRC1 inh	SRC3 inh	NR5A2 inv ag	COUP-TFII inh
Nc1ccc(Nc2nc(-c3cc4ccccc4oc3=O)cs2)cc1	-5	0	5	-5	-30	-55	3	-118	-76	-46	-24
Cc1nc(NCCNC(=O)c2ccco2)c2c(C)c(C)sc2n1	7	-4	8	8	-2	13	4	5	23	-17	2
O=C(Nc1ccc(Br)cn1)c1ccc2ccccc2c1	-4	-8	-11	41	16	-21	5	-148	-88	-150	-15
NC(=O)CC(NC(=O)Cc1ccc(Br)cc1)c1ccc(NCC2CC2)c([N+](=O)[O-])c1 (centres undefined)	-5	-8	10	8	8	-11	-8	-4	2	4	-15
CCCCc1ccc(NS(=O)(=O)c2c(C)n(C)c(=O)n(C)c2=O)cc1	17	6	-15	-5	-25	3	9	11	6	-2	-3
CCC1CCc2sc(C(=O)NCC(c3ccccc3OC)N3CCCC3)cc2C1 (centres undefined)	-17	-17	-11	10	-20	14	-7	-6	22	21	11
CN(C)c1cc(=O)n2c(n1)SCCC2	14	-5	-5	-14	-24	-28	-13	5	2	-9	-15
COC(=O)c1ccc(CSc2nnc(CNC(=O)c3cccs3)o2)o1	22	-3	-4	3	14	12	2	0	-3	3	-4
Cc1nn(CC(=O)NCCc2ccc(Cl)cc2)c(C)c1[N+](=O)[O-]	0	0	6	-25	8	-6	3	-5	20	-10	2
CCOC(=O)CSc1ncc(OC)c(Sc2ccc(OC)cc2)n1	-5	9	2	10	5	0	-7	-25	11	-4	8
Cn1cnc(C(=O)N2CCN(C(=O)OC(C)(C)C)CC2)c1C(=O)N1CCN(C(=O)OC(C)(C)C)CC1	-1	-2	-2	-9	0	-28	-1	-3	5	-15	4
O=C(COC(=O)CSc1cc(Cl)ccc1Cl)NCc1ccc2c(c1)OCO2	-11	-1	8	-2	4	13	-13	-17	17	21	8
Cn1c(=S)sc2ccc3ccccc3c21	-20	0	1	-10	-47	-7	-11	-21	-9	-12	4
O=C(CNC(=O)c1ccco1)NCC(=O)OCc1ccc(F)cc1	-17	-2	-2	-6	11	3	-7	2	-1	-1	-15
CSc1nnc2c3cc(F)ccc3n(C)c2n1	-30	-44	-4	0	23	-4	6	-13	1	6	-27
COc1ccc(CNC(=O)c2cncc(Br)c2)cc1	-8	-12	-7	-4	-5	-11	-2	-13	-17	0	-8
COc1ccc(C(=O)Nc2ccc(S(=O)(=O)NC(C)C)cc2)cc1	-5	-12	8	2	1	-13	0	-6	22	10	-9
O=C1Nc2ccc(Br)cc2C1Cc1ccccc1F (centres undefined)	22	-13	-8	-17	13	12	-16	-25	14	10	-4
CSC(=S)N(C)C1CCS(=O)(=O)C1 (centres undefined)	12	-8	0	-5	-18	-11	3	9	-11	-10	-40
Cc1ccc(-c2cc(C(=O)NCCCN3CCOCC3)no2)cc1	22	-16	8	2	75*	56*	-2	26	21	18	18
CCOC(=O)c1c(C=O)c(C)n(Cc2ccc(C)cc2)c1C	19	4	23	17	-2	-4	2	6	6	3	4
FC(F)(F)c1nnc2c(Sc3ccc(Cl)cc3)nc3ccccc3n12	-52	-6	-50	49	61*	1	-13	12	0	8	-3
O=C(Cn1cnc2ccccc21)Nc1ccccc1-c1ccccc1	14	-3	6	-6	-7	-10	0	-28	-27	4	14
O=c1cc(-c2ccccc2)oc2ccccc12	-84	-3	0	-9	-19	-57	7	-35	-28	-86	-32
CC1C(=O)N(Cc2cn(CCC3OCCO3)nn2)CCS(=O)(=O)N1Cc1ccc(-c2cccc(CO)c2)cc1 (centres undefined)	-6	-3	1	-6	-4	6	4	3	-6	29	-6
C/C(=N/NC(=O)c1ccccc1)C(=O)O	-15	2	-6	-12	-7	-45	1	-36	-9	-17	-12
CCC(C(=O)NCc1ccccc1OC)c1ccccc1 (centres undefined)	2	-3	-23	-3	2	-12	11	1	0	-13	19
CC(=O)Nc1ccc(S(=O)(=O)NCC2CCC(C(=O)NCc3ccccc3)CC2)cc1 (centres undefined)	24	-4	-7	2	9	11	-6	7	4	-4	-12
COC(=O)c1ccc(C(=O)OC)c(NC(=S)N2CCC(C)CC2)c1	13	-5	0	7	-6	-4	9	-11	11	-4	-4
COCCCN(Cc1ccco1)C(=O)Cn1ncc2c(=O)oc3ccc(C)cc3c21	15	-1	5	-4	-2	-13	-11	-1	4	-5	-7
O=c1[nH]c(N2CCOCC2)nc2c1CCCC2	12	-9	6	15	16	-7	2	7	-5	5	6
O=C(NCc1ccccc1Cl)c1ccc(CSc2nc3ccncc3[nH]2)cc1	15	-2	6	1	-4	21	-2	-5	8	5	-3
Cc1ccc(C(=O)NCc2ccco2)cc1S(=O)(=O)N1CCCC1	43	-9	1	10	16	21	-1	-30	10	17	-8
COc1ccc(CCn2ccc(O)c(Cc3ccc(Cl)cc3Cl)c2=O)cc1OC	18	4	-6	-2	4	-4	-3	-1	0	-1	5
Cc1cccc(C)c1Nc1nnc(SCC(=O)c2ccc(Br)s2)s1	-7	-8	-5	-5	4	-5	-10	3	19	-3	19
O=C(Nc1ccncc1)c1ccc(Cl)c(S(=O)(=O)N2CCCCC2)c1	17	-4	14	14	39	14	-14	20	8	36	61*
COCCNc1nc(Oc2ccccc2)c2sccc2n1	-21	8	·	4	7	-16	·	-6	-11	18	-8
O=C(Nc1cccc(-c2cscn2)c1)C1CCN(Cc2ccccn2)CC1	10	6	-17	-4	7	-11	-3	-24	-10	-23	8
CCN(CC)S(=O)(=O)c1cccc(-c2nc3n(n2)Cc2ccccc2-3)c1	-50	-2	-1	-4	3	-36	-5	-64	-39	-29	-13
COc1ccc(N2CCN(c3nc4c(c(=O)n(C)c(=O)n4C)n3CCCc3ccccc3)CC2)cc1	11	6	-3	-7	-11	3	-7	-3	9	8	0

An excerpt from above, showing only SRC2 inh:
mol	SRC2 inh
CCN(CC)S(=O)(=O)c1cccc(-c2nc3n(n2)Cc2ccccc2-3)c1	-36
O=C(NCc1ccccc1Cl)c1ccc(CSc2nc3ccncc3[nH]2)cc1	21
Cc1ccc(C(=O)NCc2ccco2)cc1S(=O)(=O)N1CCCC1	21
O=C(Nc1cccc(-c2cscn2)c1)C1CCN(Cc2ccccn2)CC1	-11
COCCNc1nc(Oc2ccccc2)c2sccc2n1	-16

(more compounds)
SMILES	TROY signal inh	NOD2-RIPK2 inh	LMP1 NFkB inh	TRAIL sens C8	TWEAK-Fn14 inh	SRC2 inh	TLR9-MyD88 block	SRC1 inh	SRC3 inh	NR5A2 inv ag	COUP-TFII inh
CC(C)C1Nc2ccc(C(=O)NCc3ccco3)cc2NC1=O (centres undefined)	-1	-2	1	-7	46	1	-1	-16	16	6	-14
O=C1NC(=O)c2cc(NC(=O)c3cccc4ccccc34)ccc21	-28	-7	3	-8	-17	1	-5	-16	-4	-11	3
COC(=O)c1nc(N)sc1C(C)C	-4	-1	-7	2	4	-31	-6	-5	10	5	-6
COc1ccc(C(C(=O)NC2CCCC2)N(CCO)C(=O)Cn2nnc(-c3ccc(C)o3)n2)cc1 (centres undefined)	-1	-9	4	-6	12	1	-10	3	-21	6	-7
Cc1ccc(CN2CCC(=O)N2)cc1	-9	-12	14	-23	8	-10	-8	17	4	14	2
CC(C)(C)c1ccc(COC(=O)CNC(=O)CNC(=O)Cc2ccccc2)cc1	-4	-3	8	-17	5	-6	-1	1	9	-50	-5
O=c1c2ccccc2nc(SCc2ccc([N+](=O)[O-])cc2)n1-c1ccccc1	-12	-6	-2	4	-22	-6	1	0	0	3	-2
COc1ccc(-c2nc(CNS(=O)(=O)c3ccc(OC)c(OC)c3)cs2)cc1	-8	0	5	-6	22	4	6	10	10	-7	15
Cc1nn(C)cc1CNC(=O)c1ccc(F)cc1	0	-9	4	-3	5	-11	10	4	-8	-10	-8
O=C(COC(=O)c1ccc2ncsc2c1)NCc1ccc(F)cc1	-2	13	-1	2	10	17	1	-4	-14	-33	11

2 records picked at random from the list so far, as already listed:
SMILES	TROY signal inh	NOD2-RIPK2 inh	LMP1 NFkB inh	TRAIL sens C8	TWEAK-Fn14 inh	SRC2 inh	TLR9-MyD88 block	SRC1 inh	SRC3 inh	NR5A2 inv ag	COUP-TFII inh
COc1ccc(C(C(=O)NC2CCCC2)N(CCO)C(=O)Cn2nnc(-c3ccc(C)o3)n2)cc1 (centres undefined)	-1	-9	4	-6	12	1	-10	3	-21	6	-7
COc1ccc(-c2nc(CNS(=O)(=O)c3ccc(OC)c(OC)c3)cs2)cc1	-8	0	5	-6	22	4	6	10	10	-7	15

Further compounds.
SMILES	TROY signal inh	NOD2-RIPK2 inh	LMP1 NFkB inh	TRAIL sens C8	TWEAK-Fn14 inh	SRC2 inh	TLR9-MyD88 block	SRC1 inh	SRC3 inh	NR5A2 inv ag	COUP-TFII inh
COc1cccc(-c2cc(C(=O)Nc3cccc(O)c3)no2)c1	44	-9	-7	70*	66*	-4	5	-57	-63	-74	23
COc1ccc(C2Nc3ccccc3C(=O)N2NS(=O)(=O)c2ccc(C)cc2)c(OC)c1 (centres undefined)	-3	0	-2	2	9	7	4	-17	-4	-2	-8
CC(=O)NC(CCCN1C(=O)c2ccccc2C1=O)c1nnn(C)n1 (centres undefined)	3	0	3	-3	21	-14	-1	-1	13	-13	3
O=C(NCCc1ccccc1)C1CCN(S(=O)(=O)N2CCCCC2)CC1	-18	-12	-4	7	-12	-20	5	6	5	-3	15
CCCC(C)c1nnc(NC(=O)C2CCCO2)s1 (centres undefined)	-50	5	-11	3	-11	-25	2	-68	-2	-31	-5
O=C1NC[C@@H](CCCCN2C[C@H](Cc3ccc(O)cc3)N(CCc3ccccc3)C(=O)C2=O)N(CCc2ccccc2)C1=O	-9	-6	·	-18	14	15	·	·	·	16	0
CCOC(=O)c1c(C)[nH]c(C(=O)COC(=O)CCC2CCCC2)c1C	-4	-4	8	-9	3	4	-6	-8	-4	23	14
COc1cc(C(=O)NC2CC3CCCC(C2)N3C2CC2)cc(OC)c1OC (centres undefined)	-3	2	-9	11	-7	1	-5	1	16	-7	-6
Cc1ccc(CC(=O)N2CCN(c3ccc([N+](=O)[O-])cc3)CC2)cc1	-7	6	-10	15	13	15	-12	5	0	17	-5
Cc1ccc(C(=O)c2nc3c(n2O)CCCC3)cc1	-18	-9	4	6	-18	-46	4	-20	-38	-23	-3
CCOC(=O)CCNCc1ccc(OC)c(OC)c1	-11	3	-3	2	13	-5	3	6	11	3	13
O=C1CC(N2CCN(c3ccc(O)cc3)CC2)C(=O)N1Cc1cccs1 (centres undefined)	27	-6	-1	-10	0	11	-4	4	18	8	10
CC1CCN(S(=O)(=O)c2ccc(NC(=O)Cn3nnc(-c4ccccc4)n3)cc2)CC1	-18	1	-2	25	20	-6	11	2	-3	-3	18
NS(=O)(=O)c1cccc(NC(=O)CCSc2ccccc2Cl)c1	-45	0	-14	4	-26	-37	-4	-55	-38	-64	-29
CCc1ccc(N(CC(=O)NCc2ccco2)C(=O)CCC(=O)Nc2ccccn2)cc1	-16	-4	-4	-19	11	3	-3	3	-3	12	-4
O=C1C=C(NCCN2CCOCC2)CC(c2ccccc2)C1 (centres undefined)	-20	3	1	-2	-3	2	-2	1	12	-6	-3
S=c1[nH]nc(-c2cc(-c3ccsc3)n[nH]2)n1-c1ccccc1	2	-13	·	-3	10	-11	·	-25	0	2	-5
COc1cc2c(c(OC)c1OC)-c1ccc(OC)c(=O)cc1[C@@H](N(C)CC#CCO)CC2	-5	11	5	15	13	12	-5	-8	-4	-2	-62

High-throughput results from PubChem BioAssay.
